Bioassay records (PubChem BioAssay)
pPAFAH inh: inhibitors of human plasma PAF acetylhydrolase (pPAFAH). Q13093. inhibition, % at 3.39 µM. actives 1.5% (n = 330,000). recombinant pPAFAH, FP-rhodamine probe fluorescence polarization;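 active = inhibition above the mean inhibition across the screen plus 3 SD, cut at about 25% in these data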;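 note: inhibitors block binding of the rhodamine activity-based probe so polarization drops; 0% = enzyme with DMSO and 100% = wells lacking pPAFAH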
GLD-1 RNA inh: GLD-1-TGE RNA interaction inhibition (C. elegans) | inhibition, % at 5.96 µM | actives 0.44% (n = 320,000) | Q17339 | purified GLD-1 + fluorescein TGE RNA, fluorescence polarization;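 active = percent inhibition above a per-plate cutoff, the plate mean of test compounds plus 3 SD, cut at about 30% in these data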;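 note: 0% = DMSO wells with GLD-1 and probe and 100% = wells lacking GLD-1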
AHR act: activators of human aryl hydrocarbon receptor | actives 2.5% (n = 320,000) | activation, % at 5 µM | P35869 | AHR-responsive luciferase reporter cells, luminescence; in the data active = activation above about 47%;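 note: 0% = vehicle wells and 100% = reference agonist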
Target sequence (P35869 whole entry, looked up): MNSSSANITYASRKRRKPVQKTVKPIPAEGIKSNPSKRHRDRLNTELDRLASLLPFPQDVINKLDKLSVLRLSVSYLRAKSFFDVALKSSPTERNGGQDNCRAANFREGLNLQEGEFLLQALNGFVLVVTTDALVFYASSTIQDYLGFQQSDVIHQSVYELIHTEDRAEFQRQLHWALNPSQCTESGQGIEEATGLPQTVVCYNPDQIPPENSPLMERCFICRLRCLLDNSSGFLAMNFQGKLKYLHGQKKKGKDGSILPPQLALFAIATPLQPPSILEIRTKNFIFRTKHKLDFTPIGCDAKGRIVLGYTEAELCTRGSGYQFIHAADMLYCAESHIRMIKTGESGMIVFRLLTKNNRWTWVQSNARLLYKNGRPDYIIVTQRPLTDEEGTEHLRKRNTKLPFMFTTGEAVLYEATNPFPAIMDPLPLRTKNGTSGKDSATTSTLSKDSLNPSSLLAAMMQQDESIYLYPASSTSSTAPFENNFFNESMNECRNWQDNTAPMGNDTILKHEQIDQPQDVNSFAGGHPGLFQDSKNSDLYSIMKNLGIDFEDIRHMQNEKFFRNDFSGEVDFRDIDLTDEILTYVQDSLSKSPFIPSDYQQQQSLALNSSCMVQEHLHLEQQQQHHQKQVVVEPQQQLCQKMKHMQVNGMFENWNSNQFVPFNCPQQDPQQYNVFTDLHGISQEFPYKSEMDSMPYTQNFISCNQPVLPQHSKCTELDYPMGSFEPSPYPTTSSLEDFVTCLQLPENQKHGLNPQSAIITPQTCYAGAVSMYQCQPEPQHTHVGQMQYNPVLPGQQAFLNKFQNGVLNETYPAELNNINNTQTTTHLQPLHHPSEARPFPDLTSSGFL
MEX-5 binding: C. elegans MEX-5 TCR-2 RNA binding activity; AID 1832; Q9XUB2; actives 0.38% (n = 300,000); activity score (negative = inhibition of binding), % at 10 µM; MEX-5/FITC-TCR2 RNA binding, fluorescence polarization; stronger effect = lower value;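 active = inhibition past about -25% in most replicates, and total fluorescence under double the plate's negative control median, limit read from the data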;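 note: 0% = DMSO and -100% = 5 µM competing unlabeled TCR2 RNA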
PAFAH1B2 inh: blocks human PAF acetylhydrolase 1b catalytic subunit 2; P68402; recombinant PAFAH1B2, FP-rhodamine activity probe, fluorescence polarization; inhibition, % at 3.39 µM; actives 1.2% (n = 340,000);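 active = inhibition above the mean of all tested compounds plus 3 SD, cut at about 24% in these data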;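 note: 0% = enzyme with DMSO and 100% = wells lacking PAFAH1B2; many of its hits are not listed in these tables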
Target sequence (P68402 whole entry, looked up): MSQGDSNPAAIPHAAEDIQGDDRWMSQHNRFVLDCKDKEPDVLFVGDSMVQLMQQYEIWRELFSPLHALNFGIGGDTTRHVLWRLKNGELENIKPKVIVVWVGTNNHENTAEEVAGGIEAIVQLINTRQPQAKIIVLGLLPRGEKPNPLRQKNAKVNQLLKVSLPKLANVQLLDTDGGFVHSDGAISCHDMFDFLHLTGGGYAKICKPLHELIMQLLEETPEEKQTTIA
* = called active by the depositor.

The opening 2 entries, to show the layout:
For CN1CCN2c3ccc(N)cc3CC3(C(=O)NC(=O)NC3=O)C2C1 (stereo not given) the results were MEX-5 binding -14.
C[C@]12CCC3C(CC[C@H]4C[C@@H](O)CC[C@]34C)C1C[C@H](Br)[C@@H]2O (stereo not given in full) was read as pPAFAH inh -1, GLD-1 RNA inh -8 and AHR act 0.

The whole of this part (from the top)
For CN1CCN2c3ccc(N)cc3CC3(C(=O)NC(=O)NC3=O)C2C1 (stereo not given) the results were MEX-5 binding -14.
C[C@]12CCC3C(CC[C@H]4C[C@@H](O)CC[C@]34C)C1C[C@H](Br)[C@@H]2O (stereo not given in full) was read as pPAFAH inh -1, GLD-1 RNA inh -8 and AHR act 0.
Screening C[C@@H]1CCC2[C@@H](C)C(=O)O[C@@H]3OC4(C)CCC1[C@@]23OO4 (stereo not given in full) returned pPAFAH inh -3, GLD-1 RNA inh 2 and AHR act 4.
For C[C@]12CCC3C(CC[C@H]4C[C@H](O)CC[C@]34C)C1C[C@@H](CCCCl)[C@@H]2O (stereo not given in full) the results were pPAFAH inh 2, GLD-1 RNA inh 4 and AHR act -1.
For C#C[C@]1(O)[C@H](O)CC2C3CC[C@H]4C[C@@H](O)CC[C@]4(C)C3CC[C@@]21C (stereo not given in full) the results were pPAFAH inh 2, GLD-1 RNA inh -10 and AHR act -1.
Screening O=P(O)(O)CN1CCNCCN(CP(=O)(O)O)CCNCC1 returned PAFAH1B2 inh 3.
CSc1nc(NC(C)C)nc(NC(C)C)n1 was read as PAFAH1B2 inh -1.
CC(=O)C1(O)CCC2C3CCC4=C(Cl)C(=O)CCC4(C)C3CCC21C (stereo not given) was read as PAFAH1B2 inh 1.
Screening S=P(NCCNP(=S)(N1CC1)N1CC1)(N1CC1)N1CC1 returned PAFAH1B2 inh 2.
`CC12CCC3C(CCC4CC(=O)OCC43C)C1CCC2O` (stereo not given) gave PAFAH1B2 inh 3.
COc1cccc(NP2(=O)OCC(C)([N+](=O)[O-])CO2)c1 (stereo not given) was read as PAFAH1B2 inh 0.
Screening CC12Cc3cn[nH]c3C=C1CCC1C2CCC2(C)C1CCC2(C)O (stereo not given) returned PAFAH1B2 inh 4.
CN1Cc2ccccc2-n2nncc2C1 was read as PAFAH1B2 inh -1.
For COc1ccc(CN2Cc3cnnn3-c3ccccc3C2c2ccccc2)cc1 (stereo not given) the results were PAFAH1B2 inh 2.
For O=c1[nH]cnc2nc(-c3ccc(N(CCCl)CCCl)cc3)[nH]c12 the results were PAFAH1B2 inh 8.
Screening O=C1NC(=O)C2(CCCC2)C(=O)N1 returned PAFAH1B2 inh 2.
COc1ccc(C=C2C(=O)NC(=S)NC2=O)cc1 was read as PAFAH1B2 inh -2.
`CC12CCC(O)CC1CCC1C2CCC2(C)C(C3=CC(=O)OC3)CCC12O` (stereo not given) gave PAFAH1B2 inh 3.
`CCN1CCOC(c2ccccc2)C1` (stereo not given) gave PAFAH1B2 inh 3.
`CC1=C(C)CC2(C(=O)NC(=O)NC2=O)C(C)C1` (stereo not given) gave PAFAH1B2 inh -1.

Reprinted at random: 7 compounds from above
`CC1=C(C)CC2(C(=O)NC(=O)NC2=O)C(C)C1` (stereo not given) gave PAFAH1B2 inh -1.
C[C@]12CCC3C(CC[C@H]4C[C@@H](O)CC[C@]34C)C1C[C@H](Br)[C@@H]2O (stereo not given in full) was read as pPAFAH inh -1, GLD-1 RNA inh -8 and AHR act 0.
Screening CC12Cc3cn[nH]c3C=C1CCC1C2CCC2(C)C1CCC2(C)O (stereo not given) returned PAFAH1B2 inh 4.
For CN1CCN2c3ccc(N)cc3CC3(C(=O)NC(=O)NC3=O)C2C1 (stereo not given) the results were MEX-5 binding -14.
CC(=O)C1(O)CCC2C3CCC4=C(Cl)C(=O)CCC4(C)C3CCC21C (stereo not given) was read as PAFAH1B2 inh 1.
COc1cccc(NP2(=O)OCC(C)([N+](=O)[O-])CO2)c1 (stereo not given) was read as PAFAH1B2 inh 0.
`CC12CCC3C(CCC4CC(=O)OCC43C)C1CCC2O` (stereo not given) gave PAFAH1B2 inh 3.

(next part)
`CN(C)CC(C(=O)Cc1ccccc1)c1ccccc1` (stereo not given) gave PAFAH1B2 inh 6.
c1ccc(CCN2CCCCC2)nc1 was read as PAFAH1B2 inh -3.
O=C1NC(=S)NC(=O)C1Cc1ccccc1 was read as PAFAH1B2 inh -5.
`N#CC1c2ccccc2-n2nncc2CN1Cc1cc(Cl)cc(Cl)c1` (stereo not given) gave PAFAH1B2 inh 2.
Screening S=P(N1CCCCCC1)(N1CC1)N1CC1 returned PAFAH1B2 inh 3.
`c1ccc(CCc2ccc3n2Cc2cnnn2-c2ccccc2-3)cc1` gave PAFAH1B2 inh 2.
O=C1NC(=S)NC(=O)C1c1ccccc1 was read as PAFAH1B2 inh -1.
`CC1CN1P(=O)(Oc1ccccc1)N1CC1C` (stereo not given) gave PAFAH1B2 inh 5.
Screening O=C(NCCCN1CC1)Nc1cccc2ccccc12 returned PAFAH1B2 inh -2.
CCOc1ccc(C=C2C(=O)NC(=S)NC2=O)cc1OCC was read as PAFAH1B2 inh 7.
For CCN1C(=O)NC(=O)C2(CCCC2)C1=O the results were PAFAH1B2 inh 3.
Screening CCC1CN2CCc3cc(OC)c(OC)cc3C2CC1CC1NCCc2c1[nH]c1ccc(O)cc21 (stereo not given) returned PAFAH1B2 inh 5.
`CCc1cccc(CC)c1N(COC)C(=O)CCl` gave PAFAH1B2 inh 3.
Screening CC(C)CC1(CCc2ccccc2)C(=O)NC(=O)NC1=O returned PAFAH1B2 inh 11.
For CC[n+]1c(-c2ccccc2)c2cc(N)ccc2c2ccc(N)cc21 the results were PAFAH1B2 inh 65*.
`COC(=O)C1C2c3ccccc3C(c3ccccc32)C1(C)C(=O)OC` (stereo not given) gave PAFAH1B2 inh 8.
Screening O=P(Oc1ccc(Cl)cc1)(N1CC1)N1CC1 returned PAFAH1B2 inh 2.
Screening O=C(NN=Cc1ccc(N(CCCl)CCCl)cc1Cl)c1cccnc1 returned PAFAH1B2 inh 11.
Oc1ccc(CCN2CCCCC2)cc1 was read as PAFAH1B2 inh 0.
CC(O)C1C=CC=CC(=O)OC2CC3OC4C5OC5(C)CCC4(COC(=O)C4OC4(C)C(O)CO1)C2(C)C31CO1 (stereo not given) was read as PAFAH1B2 inh 1.
Screening CC12CCC(=O)C=C1CCC1C2C(O)CC2(C)C(O)CCC12 (stereo not given) returned PAFAH1B2 inh 6.
`O=C(O)C1C2c3ccccc3C(=O)C1(C(=O)O)c1ccccc12` (stereo not given) gave PAFAH1B2 inh 2.
COc1ccc2c(c1)C(NC(C)=O)CCc1cc(OC)c(OC)c(OC)c1-2 (stereo not given) was read as PAFAH1B2 inh 2.
`C[N+](C)(C)CC1CCCC1=O` (stereo not given) gave PAFAH1B2 inh 2.
`O=C1C(=O)N(c2ccccc2)P(=O)(N(CCCl)CCCl)N1c1ccccc1` gave PAFAH1B2 inh 8.
Screening CNC1(c2ccc(F)cc2)CCCCC1 returned PAFAH1B2 inh 1.
For C[N+](C)(C)CC1CCCc2ccccc2C1=O (stereo not given) the results were PAFAH1B2 inh 2.
`C(=NC1CCCCC1)c1c[nH]c2ccccc12` gave PAFAH1B2 inh 6.
CC(C)N(C(=O)CCl)c1ccccc1 was read as PAFAH1B2 inh 4.
For CSc1nc(C)c(Br)c(N2CC2)n1 the results were PAFAH1B2 inh -1.
`CC1CC(C)(O)CC(C(O)CC2CC(=O)NC(=O)C2)C1=O` (stereo not given) gave PAFAH1B2 inh 0.
Screening O=C(O)C1(Br)CC12c1ccccc1-c1ccccc12 (stereo not given) returned PAFAH1B2 inh 8.
`C[C@H]1[C@@H](OS(=O)(=O)O)C[C@@H]2C[C@H]([C@@H](O)c3cc(=O)[nH]c(=O)[nH]3)NC3=NC[C@H]1N32` gave PAFAH1B2 inh 6.
CN1CCCC1c1ccc(=O)[nH]c1 (stereo not given) was read as PAFAH1B2 inh 6.
Cc1ccc(NC(=O)N2CC2)cc1NC(=O)N1CC1 was read as PAFAH1B2 inh 3.
Screening CN1C(=O)CCC2(C)C1=CCC1C2CCC2(C)C1CCC2(C)O (stereo not given) returned PAFAH1B2 inh 4.
Cc1ccc(O)c(CN2CCC3CCC(C3)C2)c1 (stereo not given) was read as PAFAH1B2 inh 9.
N#Cc1ccc(C(=O)N2Cc3cnnn3-c3ccccc3C2C#N)cc1 (stereo not given) was read as PAFAH1B2 inh -2.
NP(=O)(Oc1ccccc1)Oc1ccccc1 was read as PAFAH1B2 inh 2.
Screening CCC1(CCO)C(=O)NC(=S)NC1=O returned PAFAH1B2 inh -1.
Screening C#C[C@]1(O)CCC2C3CC=C4C[C@H](O)CC[C@]4(C)C3CC[C@@]21C (stereo not given in full) returned PAFAH1B2 inh 5.
C[C@]12CCC3C(CC[C@@H]4[C@H]5O[C@H]5CC[C@]34C)C1CC[C@@H]2O (stereo not given in full) was read as PAFAH1B2 inh 3.
`Cc1cc2c(cc1C)NP(=S)(c1ccccc1)N2` gave PAFAH1B2 inh 4.
CCC(=O)OC1CCC2C3CCC4CC(=O)C=CC4(C)C3CCC12C (stereo not given) was read as PAFAH1B2 inh 3.
Screening O=C(CCN1CC1)OCCOC(=O)CCN1CC1 returned PAFAH1B2 inh -1.
`CC(=O)N1Cc2cnnn2-c2ccccc2C1C#N` (stereo not given) gave PAFAH1B2 inh 2.
For COc1ccc2c(c1)C(c1ccc(N(CCCl)CCCl)cc1)=NCC2 the results were PAFAH1B2 inh 5.
COc1ccc(CN2Cc3cnnn3-c3ccccc3C2C)cc1 (stereo not given) was read as PAFAH1B2 inh 4.
`COc1cc(C2c3cc4c(c(O)c3CC3COC(=O)C32)OCO4)cc(OC)c1OC` (stereo not given) gave PAFAH1B2 inh 0.
For Cc1ccc(N2CCNCC2C)cc1 (stereo not given) the results were PAFAH1B2 inh -2.
Screening COc1cc2c(cc1OC)C13CCN4C=C5CCOC6CC(=O)N2C1C6C5CC43 (stereo not given) returned PAFAH1B2 inh -1.
CN1CCC(N(C)c2ncnc3ccc(Br)cc23)CC1 was read as PAFAH1B2 inh -1.
CC1(C)NC(=S)C(C)(C)N1N=O was read as PAFAH1B2 inh 6.
For CC1CCCN1CCC(C(N)=O)(c1ccccc1)c1ccccc1 (stereo not given) the results were PAFAH1B2 inh 2.
`CC1CC(C)CC(C)C(O)C(C#N)=CC=CCC(C2CCCC2C(=O)O)OC(=O)CC(O)C(C)C1` (stereo not given) gave PAFAH1B2 inh 2.
Screening c1cc2c(cc1N1CCCCC1)C1CC2CCN1 (stereo not given) returned PAFAH1B2 inh 8.
Cc1ccnc(NC(=O)CCCc2ccc(N(CCCl)CCCl)cc2)n1 was read as PAFAH1B2 inh 9.
Screening O=C1NC(=O)C(Cc2ccccc2)C(=O)N1 returned PAFAH1B2 inh 7.
`O=C1CC=C2C3CC4N(CCC45c4cc(O)c(O)cc4N1C25)CC3=CCBr` (stereo not given) gave PAFAH1B2 inh 5.
`N#C/C(=C\c1ccc(O)cc1)C(=O)O` (tested in a mixture with another compound) gave PAFAH1B2 inh -4.
For CC(=O)O[C@H]1CCC2C3CC[C@H]4[C@@H](O)[C@H](O)CC[C@]4(C)C3CC[C@@]21C (stereo not given in full) the results were PAFAH1B2 inh 0.
For O=C1NC(=O)C(=CCc2ccccc2)C(=O)N1 the results were PAFAH1B2 inh 10.
Screening O=C1NC(=O)C(=Cc2cccs2)C(=O)N1 returned PAFAH1B2 inh 0.
For CCOC(=O)CC1c2ccccc2-n2nncc2CN1C (stereo not given) the results were PAFAH1B2 inh 2.
Screening Cc1cccc(C(O)(C(=O)O)c2ccccc2)c1 (stereo not given) returned PAFAH1B2 inh 5.
`c1ccc(C(CN2CCCCC2)c2ccccc2)cc1` gave PAFAH1B2 inh 8.
Screening Cc1ccc(S(=O)(=O)N2Cc3cnnn3-c3ccccc3C2C#N)cc1 (stereo not given) returned PAFAH1B2 inh -2.
Screening CN(C)P(=O)(N(C)C)N1CC1 returned PAFAH1B2 inh 0.
c1cc2c(cc1NC1=NCCO1)CCCC2 was read as PAFAH1B2 inh 3.
Screening c1cc(OCCN2CC2)ccn1 returned PAFAH1B2 inh -2.
CC1CC=CCC12C(=O)NC(=S)NC2=O (stereo not given) was read as PAFAH1B2 inh 9.
C[C@]12CCC(=O)C=C1C=CC1C2CC[C@@]2(C)C1CC[C@@H]2O (stereo not given in full) was read as PAFAH1B2 inh -1.

Only part of the results is shown, so the mix of outcomes need not match the whole.
